E-selectin induc: E-selectin induction on HUVECs; AID 686992; 0.37% of 260,000 active; activation, % at 7.58 µM; HUVEC E-selectin immunofluorescence imaging; normalized: neutral wells 0, TNF-alpha wells 100; P16581;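 active = mean E-selectin-positive cell signal at least 10% of the positive control, reached in at least 60% of replicates, without over 20% cell loss; inconclusive = no rule given, readout overlaps actives, possibly toxicity-flagged; inactive = the rest, including those meeting only one limit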;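 also: in these data hits start at about 27%; measured in HUVEC primary endothelial cells; signal is the percent of cells scored E-selectin positive by PE staining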
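material = human umbilical vein endothelial cells (HUVEC), E-selectin induction | quantity = 3,000 cells/well | medium = EGM-2 growth medium on 0.1% gelatin-coated wells | technique = immunofluorescence imaging | read-out basis = % PE-positive cells | control set = TNF-alpha positive control, DMSO neutral control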
ARNT TACC3 PPI: disruptors of human ARNT/TACC3 interaction; AlphaScreen His-ARNT PAS-B/GST-TACC3 binding, luminescence; TACC3 fragment carries E629A point mutation; Q9Y6A5; 0.66% of 390,000 active; inhibition, % at 9.99 µM; AID 623870;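 active = mean inhibition of replicates at least 50% and at least half of replicates each reaching 50%; inconclusive = half or more replicates reach 50% but mean below 50%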;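 also: 0% = complete ARNT plus TACC3 wells and 100% = ARNT alone without TACC3; many hits fall short of the cut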
ERp5 inh: blocks human ERp5 reductase activity on insulin; AID 651711; Q15084; 0.05% of 350,000 active; ERp5 insulin aggregation, absorbance 650 nm, 90 min; inhibition, % at 9.99 µM;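 active = mean replicate inhibition above about 25%, with every replicate also reaching it, limit read from the data, passing the limit was not always enough; inconclusive = only one of those two criteria met; inactive = neither criterion met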
RAD54 branch: RAD54 (human) branch migration inhibition; inhibition, % at 10.4 µM; AID 602329; RAD54 Holliday junction branch migration, FAM/BHQ fluorescence; 0.14% of 360,000 active;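 active = mean normalized replicate activity at least 40 and at least half of replicates scoring 40 or more; inconclusive = only one of the two criteria met; inactive = mean below 40 and under half of replicates reaching 40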;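 also: 0% = median of neutral control wells and 100% = median of positive control wells; inhibitors cause a drop in the FAM fluorescence signal; in these data hits start at about 50%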
Target sequence (Q92698 whole entry, looked up): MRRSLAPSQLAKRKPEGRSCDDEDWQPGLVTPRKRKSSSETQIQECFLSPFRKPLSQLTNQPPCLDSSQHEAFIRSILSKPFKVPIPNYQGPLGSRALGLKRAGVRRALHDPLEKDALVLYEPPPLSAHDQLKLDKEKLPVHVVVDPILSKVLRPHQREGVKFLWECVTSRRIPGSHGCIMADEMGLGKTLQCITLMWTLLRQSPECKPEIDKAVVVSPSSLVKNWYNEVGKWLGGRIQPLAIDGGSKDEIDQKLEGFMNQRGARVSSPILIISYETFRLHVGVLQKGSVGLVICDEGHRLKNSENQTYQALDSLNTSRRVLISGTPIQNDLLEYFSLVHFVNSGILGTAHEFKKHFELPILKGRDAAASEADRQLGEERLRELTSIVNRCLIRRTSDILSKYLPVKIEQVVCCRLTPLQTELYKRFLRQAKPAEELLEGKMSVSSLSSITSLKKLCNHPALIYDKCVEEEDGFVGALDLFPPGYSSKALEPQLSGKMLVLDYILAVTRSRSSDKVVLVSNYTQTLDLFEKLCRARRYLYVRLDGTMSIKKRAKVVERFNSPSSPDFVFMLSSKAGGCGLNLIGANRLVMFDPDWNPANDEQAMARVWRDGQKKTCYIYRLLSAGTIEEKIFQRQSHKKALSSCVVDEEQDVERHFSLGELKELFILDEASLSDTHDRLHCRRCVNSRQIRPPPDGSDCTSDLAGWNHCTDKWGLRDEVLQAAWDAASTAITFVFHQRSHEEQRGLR
PglD inh: blocks C. jejuni PglD acetyltransferase activity. purified PglD enzyme, DTNB colorimetric CoA detection. inhibition, % at 12.5 µM. 0.098% of 360,000 active; in the data active = inhibition above about 16%, passing the limit was not always enough; inconclusive = no clear call, values can overlap the other calls; also: strong numbers were not always called active
RAD52 inh: RAD52 (human) annealing inhibition; inhibition, % at 18.7 µM; 0.46% of 360,000 active; AID 651710; recombinant RAD52 DNA annealing, FRET fluorescence; P43351;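 active = every replicate showing at least 50% inhibition; inconclusive = mean inhibition at least 50% but not in every replicate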
esBAF inh: blocks esBAF chromatin remodeling in mouse ES cells; 2% of 350,000 active; reporter increase, % at 12.5 µM; Bmi1-luciferase knock-in reporter, 24 h; 100% = twice the neutral-well signal; AID 602393; in the data active = activation above about 40%; inconclusive = no clear call, values can overlap the other calls;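 also: 0% = median of the plate's neutral control wells and 100% = double that signal; a rise in the Bmi1 reporter signal indicates esBAF inhibition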
Casp6 inh: inhibitors of human caspase-6; P55212; purified caspase-6, Z-VEID-R110 cleavage fluorescence; inhibition, % at 12.5 µM; 0.53% of 350,000 active; AID 686996;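 active = mean inhibition across replicates at least about 35%, with every replicate also reaching that limit, limit read from the data; inconclusive = only one of the two criteria met; inactive = neither criterion met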;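 also: 0% = median of neutral control wells and 100% = no fluorescence left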
Target sequence (P55212 24-179 limits assumed): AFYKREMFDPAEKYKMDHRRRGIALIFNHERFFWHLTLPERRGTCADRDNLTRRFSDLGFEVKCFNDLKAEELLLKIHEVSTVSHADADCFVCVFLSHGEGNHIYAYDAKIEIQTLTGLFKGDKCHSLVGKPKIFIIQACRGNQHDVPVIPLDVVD
Target sequence (P55212 194-293 limits assumed): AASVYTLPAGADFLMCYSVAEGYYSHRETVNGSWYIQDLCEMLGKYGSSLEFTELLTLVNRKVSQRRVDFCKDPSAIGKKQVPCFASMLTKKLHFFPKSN
Starred values were filed as active, the others as inactive; ? = inconclusive; · = not tested or not shown. Compounds as they come; about 3.2% have a hit in one of these screens.

The line under a structure holds: E-selectin induc, ARNT TACC3 PPI, ERp5 inh, RAD54 branch, PglD inh, RAD52 inh, esBAF inh, Casp6 inh
CO[C@@H]1CC[C@@H]2CCOc3c(C#N)cccc3C(=O)N(C)[C@H](C)C(=O)N(C)C[C@H]1O2
  -0.1, -1, 4, 2, 1, -3, -1, 25
COc1ccc2c(c1)CCc1c(C(=O)Nc3ccn(Cc4ccc(C)cc4)n3)noc1-2
  ·, -4, -2, -5, 2, -8, -1, 0
Cn1nnnc1Sc1ncnc2scc(-c3ccc(Br)cc3)c12
  0.0, -4, 0, 3, -2, -5, -55, 0
c1ccc2[nH]c(-c3nc4ccccc4[nH]3)nc2c1
  2.1, 7, ·, -5, -4, ·, 9, ·
COc1ccc2cc(C(=O)/C=C/c3cc(OC)c(O)c(OC)c3)ccc2c1
  -0.2, -4, 7, -17, 1, -27, 26, -1
O=C(C[C@@H]1CC[C@@H]2[C@H](COC[C@H](O)CN2Cc2ccncc2)O1)NCc1ccccc1Cl
  -0.1, -3, 5, 1, -1, -3, -7, 8
CCCCN1C(=O)c2ccc(C(=O)NC3=NCCS3)cc2C1=O
  ·, -4, ·, 12, -1, ·, 26, ·
CO[C@H]1CN(C)C(=O)c2cc(NC(C)=O)ccc2OC[C@@H](C)N(Cc2cccnc2)C[C@@H]1C
  -0.2, -7, ·, -3, 2, ·, 0, ·
CC(C)Oc1ccc(OCCSc2nc3ccccc3n2CC(=O)O)cc1
  0.1, 4, 3, -1, 6, -16, -2, 6
Cc1cc(C)n(C(=O)c2ccc(Cn3nc(C)c(Br)c3C)o2)n1
  ·, -10, ·, 5, 4, ·, -1, ·

Continuation:
The line under a structure holds: E-selectin induc, ARNT TACC3 PPI, ERp5 inh, RAD54 branch, PglD inh, RAD52 inh, esBAF inh, Casp6 inh
COc1cc(C(=O)Nc2ccccc2SCc2cc(=O)n3nc(C)sc3n2)cc(OC)c1OC
  1.6, -1, 1, -7, 6, -10, -7, -2
CCCCn1c(N)c(N(CC(C)C)C(=O)c2cccc(S(=O)(=O)N3CC(C)OC(C)C3)c2)c(=O)[nH]c1=O (centres undefined)
  -0.1, -1, -4, ·, ·, 0, ·, 2
O=C(CCc1nnc2n(Cc3ccccc3Cl)c(=O)c3ccccc3n12)NCCCN1CCOCC1
  0.4, -2, -7, 6, 3, -10, 6, 8
O=C(c1ccc(N2C(=O)C3C4c5ccccc5C(c5ccccc54)C3C2=O)cc1)N1CCOCC1 (centres undefined)
  ·, 1, ·, 1, -1, ·, -3, ·
C[C@@H]1CN([C@H](C)CO)C(=O)c2cccc(N(C)C)c2O[C@H]1CN(C)S(=O)(=O)c1ccc(F)cc1
  ·, -24, ·, -16, 1, 1, -4, 0
Cc1ccc(C)c(N2CCN(S(=O)(=O)c3ccc4[nH]c(=O)c(=O)[nH]c4c3)CC2)c1
  ·, 1, ·, 1, 1, ·, -4, ·
Cc1cccc(C)c1OCC(=O)N/N=C/c1cccnc1
  ·, 2, -2, 2, 5, -2, 3, 0
CCC(O)c1cnc(OCc2ccccc2)nc1OCc1ccccc1 (centres undefined)
  -0.1, ·, -7, -5, 1, -9, -1, 4
COc1cccc(NC(=O)C(=O)c2cn(CC(=O)N3CCCC3)c3ccccc23)c1
  ·, 4, 0, 0, 0, -57, 40, 2
C[n+]1ccccc1/C=C/c1cc(Br)ccc1O
  ·, 5, 1, -2, -3, 32, 4, -13

For convenience, some entries already given.
The line under a structure holds: E-selectin induc, ARNT TACC3 PPI, ERp5 inh, RAD54 branch, PglD inh, RAD52 inh, esBAF inh, Casp6 inh
CO[C@@H]1CC[C@@H]2CCOc3c(C#N)cccc3C(=O)N(C)[C@H](C)C(=O)N(C)C[C@H]1O2
  -0.1, -1, 4, 2, 1, -3, -1, 25
COc1ccc2c(c1)CCc1c(C(=O)Nc3ccn(Cc4ccc(C)cc4)n3)noc1-2
  ·, -4, -2, -5, 2, -8, -1, 0

Later entries:
canonical_smiles	E-selectin induc	ARNT TACC3 PPI	ERp5 inh	RAD54 branch	PglD inh	RAD52 inh	esBAF inh	Casp6 inh
C(=N\N1CCN(Cc2ccccc2)CC1)/c1ccc(-c2ccccc2)cc1	-8.9	7	-3	-4	0	-6	·	-3
S=C(NCCc1ccccc1)N/N=C/c1cccs1	·	·	2	0	1	5	·	7
O=C(CN1C(=O)C2C3C=CC(C3)C2C1=O)Nc1cccc2c1CCCC2 (centres undefined)	·	-1	·	-9	-7	·	1	·
CCOC(=O)c1cccc(S(=O)(=O)N2CCOCC2)c1	·	-17	-10	-8	6	-16	-11	-3
CCOC(=O)C1C(c2cccs2)NC(=O)NC1(O)C(F)(F)F (centres undefined)	·	-7	2	·	·	-6	1	-3
N#C[C@@H]1[C@H](c2ccc(C#Cc3ccc(F)cc3)cc2)[C@@H](CO)N1C(=O)C1CC1	0.1	-5	3	-10	-4	-40	-58	-2
CCCCn1c(N)c(N(CC(C)C)C(=O)CC2CCCC2)c(=O)[nH]c1=O	0.2	-29	4	-13	11	-16	1	0
Cc1ccccc1CNS(=O)(=O)c1ccc2c(c1)C(C)(C)C(=O)N2C	-0.1	22	4	·	·	-15	3	2
COc1cccc(NC(=O)CSCC(=O)Nc2ccccc2)c1	·	-5	·	0	0	·	0	·
Cc1nn(C(C)C(=O)NC2C(=O)N3C(C(=O)O)=C(CSc4nnnn4C)CSC23)cc1Cl (centres undefined)	7.2	10	-67	1	-2	-15	-3	18
Cc1cccn2c(=O)c(C(=O)NCCCN3CCCCC3C)c(O)nc12 (centres undefined)	·	-17	1	12	-3	-9	-2	-76
COc1ccccc1NC(=O)CSc1nnc(Cc2cccn2C)n1CCc1ccccc1	·	-10	·	-11	-3	·	-8	·
NC(=O)SC/C(=N\S(=O)(=O)c1ccccc1)Nc1ccccc1	·	4	0	2	5	-4	-3	4
COc1ccccc1C#Cc1ccc2c(c1)O[C@H](CN(C)C(C)=O)[C@H](C)CN([C@@H](C)CO)S2(=O)=O	-0.1	-8	0	8	-3	-3	-8	0
CCc1ccc(NC(=O)CCc2ccc(CC)o2)cc1	-0.1	0	-6	-1	9	-1	6	1
C[C@H]1C=CC(=O)O[C@H]1c1ccccc1	-0.3	·	-3	-11	-1	-8	-2	-1
Cc1ccc(NC(=O)/C(=C/c2cccc([N+](=O)[O-])c2)NC(=O)C2CCCCC2)c(C)c1	·	-4	-4	-3	4	-9	8	-4
CC1CC(=O)NC(=O)N1Cc1ccccc1 (centres undefined)	·	-29	-3	-4	1	-10	2	-1
COc1ccc(NC(=O)c2cccc(-c3ccc(O)cc3)c2)cn1	·	3	-3	-12	-4	-111	·	1
O=C(O)CCCC(=O)OCCc1cc2ccccc2c(=O)o1	0.0	·	6	9	0	-20	-2	1
O=C(Nc1cccc(NC(=O)C2CCCO2)c1)C1CCCO1 (centres undefined)	4.9	·	-6	0	1	-8	·	0
Cc1cc2c(cc1S(=O)(=O)NCc1ccc(Cl)cc1)OCC(=O)N2	0.7	-5	3	5	2	-6	-10	0
COC(=O)C1CCN(S(=O)(=O)CCNC(=O)c2cccc(OC)c2)CC1	-0.2	·	1	-8	-3	-11	-12	-5
CC(C)C[C@H](NC(=O)c1ccc(Cl)c(Cl)c1)C(=O)N1CCC[C@H]1C(=O)NCc1ccccc1	0.3	·	0	·	·	-4	·	0
C[C@@H]1CN([C@@H](C)CO)S(=O)(=O)c2ccc(-c3cccc(C#N)c3)cc2O[C@H]1CN(C)C(=O)C1CC1	0.3	-6	2	1	0	-4	5	3

Following part
canonical_smiles	E-selectin induc	ARNT TACC3 PPI	ERp5 inh	RAD54 branch	PglD inh	RAD52 inh	esBAF inh	Casp6 inh
C[C@@H]1NS(=O)(=O)c2cccc(Cl)c2O[C@@H]1c1ccccc1	0.1	·	12	·	·	-12	·	-1
O=C(O)/C=C\c1ccccc1Oc1cccc(Cl)c1	·	-8	2	·	·	-26	·	0
CN(Cc1ccccn1)C(=O)CC1C(=O)NCCN1Cc1cccc(Oc2ccccc2)c1 (centres undefined)	·	8	4	·	·	-23	·	2
Nc1ncc(-n2cncn2)c(-c2ccccc2)n1	-0.5	-3	2	·	·	-8	-10	-2
O=C(NCc1ccccc1Cl)c1cnc2ccccc2n1	0.0	-6	-5	-7	3	-38	11	2
O=C(O)CCN1C(=O)/C(=C\c2cccc(OCC(=O)Nc3ccc(Cl)cc3)c2)SC1=S	·	1	3	5	-12	-26	?	13
CC(C)OC(=O)c1nnn(-c2nonc2N)c1CN1CCc2ccccc2C1	·	1	·	15	1	·	0	·
COc1cc2cnc(-c3ccccc3)c(C(=O)c3ccc(F)cc3)c2cc1OC	0.3	1	-2	-1	-2	-7	-3	1
CCOC(=O)C1=CCN(S(=O)(=O)c2ccc(C)cc2)C1c1ccc(C)cc1 (centres undefined)	-0.1	·	3	3	1	-1	-2	1
CC(O)CN(CC(C)O)c1ccc2c(c1)Cc1cc([N+](=O)[O-])ccc1-2 (centres undefined)	0.3	10	3	-9	-5	-12	14	7
C/C=C/c1ccc([C@H]2[C@@H](CO)N(C(=O)c3ccccn3)C23CN(CCC(F)(F)F)C3)cc1	1.1	·	0	·	·	-9	·	-1

Eleven entries from above, sorted by length of the SMILES, rising.
canonical_smiles	E-selectin induc	ARNT TACC3 PPI	ERp5 inh	RAD54 branch	PglD inh	RAD52 inh	esBAF inh	Casp6 inh
Nc1ncc(-n2cncn2)c(-c2ccccc2)n1	-0.5	-3	2	·	·	-8	-10	-2
O=C(NCc1ccccc1Cl)c1cnc2ccccc2n1	0.0	-6	-5	-7	3	-38	11	2
CC(C)OC(=O)c1nnn(-c2nonc2N)c1CN1CCc2ccccc2C1	·	1	·	15	1	·	0	·
C[C@@H]1NS(=O)(=O)c2cccc(Cl)c2O[C@@H]1c1ccccc1	0.1	·	12	·	·	-12	·	-1
COc1cc2cnc(-c3ccccc3)c(C(=O)c3ccc(F)cc3)c2cc1OC	0.3	1	-2	-1	-2	-7	-3	1
CCOC(=O)C1=CCN(S(=O)(=O)c2ccc(C)cc2)C1c1ccc(C)cc1 (centres undefined)	-0.1	·	3	3	1	-1	-2	1
CC(O)CN(CC(C)O)c1ccc2c(c1)Cc1cc([N+](=O)[O-])ccc1-2 (centres undefined)	0.3	10	3	-9	-5	-12	14	7
O=C(O)CCN1C(=O)/C(=C\c2cccc(OCC(=O)Nc3ccc(Cl)cc3)c2)SC1=S	·	1	3	5	-12	-26	?	13
CC(C)C[C@H](NC(=O)c1ccc(Cl)c(Cl)c1)C(=O)N1CCC[C@H]1C(=O)NCc1ccccc1	0.3	·	0	·	·	-4	·	0
C/C=C/c1ccc([C@H]2[C@@H](CO)N(C(=O)c3ccccn3)C23CN(CCC(F)(F)F)C3)cc1	1.1	·	0	·	·	-9	·	-1
C[C@@H]1CN([C@@H](C)CO)S(=O)(=O)c2ccc(-c3cccc(C#N)c3)cc2O[C@H]1CN(C)C(=O)C1CC1	0.3	-6	2	1	0	-4	5	3
